Screening results: PubChem BioAssay, several laboratories
TbMetRS inhib = T. brucei MetRS inhibitors, primary screen, biochemical, luminescence; inhibition, % at 11.9 µM; 360,000 compounds, 0.4% hits; methionyl-tRNA synthetase (Trypanosoma brucei brucei); purified T. brucei MetRS, ATP depletion, Kinase-Glo luminescence;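 active means inhibition above a per-plate cutoff of the control wells' mean inhibition plus 3 SD, cut at about 5.5% in these data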;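 further: 0% = DMSO wells median and 100% = median of wells with control inhibitor compound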
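Material – parasite MetRS enzyme · Medium – HEPES-MgCl2-KCl buffer plus DTT, spermine, BSA, pyrophosphatase · Reagent – ATP, methionine and E. coli bulk tRNA substrates · Times – 15 min enzyme-compound preincubation, 2 h reaction, 10 min detection, 25 °C · Measured by – luminescence of leftover ATP · Evaluation – percent inhibition relative to median high and low control wells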
CSN deneddyl inh = inhibitors of CSN-mediated cullin deneddylation, primary screen, biochemical, fluorescence polarization, uHTS. 360,000 compounds, 0.38% hits. inhibition, % at 12.5 µM. COP9 signalosome complex subunit 5 (Homo sapiens), Q92905. Purified CSN, SCF-Nedd8-OG deneddylation;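 active means pattern-corrected inhibition above about 35%, with an unprinted fluorescence ratio check between 0.5 and 1.5, limit read from the data, passing the limit was not always enough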;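 further: 0% = enzyme with substrate and 100% = substrate without enzyme; some results filed as inactive read as strong as hits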
Target sequence (Q92905 whole entry, looked up, one chain of several): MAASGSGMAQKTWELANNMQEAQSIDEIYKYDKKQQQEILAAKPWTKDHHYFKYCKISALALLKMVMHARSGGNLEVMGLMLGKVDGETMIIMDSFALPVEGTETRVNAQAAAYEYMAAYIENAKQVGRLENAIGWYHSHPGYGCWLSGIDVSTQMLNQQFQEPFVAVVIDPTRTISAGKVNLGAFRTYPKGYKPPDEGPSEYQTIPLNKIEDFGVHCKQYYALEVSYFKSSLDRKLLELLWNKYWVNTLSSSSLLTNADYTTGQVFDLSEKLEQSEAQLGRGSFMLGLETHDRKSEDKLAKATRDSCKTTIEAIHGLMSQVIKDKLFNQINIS
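Assay system: purified human Csn5 enzyme expressed in HEK293T cells; Input: 0.24 nM Csn5 enzyme, final concentration; Reagent: 10 nM SCFSkp2-Nedd8OG; Compound dosing: 12.5 µM single point; Times: reaction 90 min, room temperature; Technique: fluorescence polarization readout.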
DNMT1 inh = human DNMT1 methyltransferase inhibitors, primary screen, biochemical, molecular beacon, fluorescence, HinP1I cleavage, uHTS; DNA (cytosine-5)-methyltransferase 1 (Homo sapiens), P26358; inhibition (reported as % activation of signal), % at 10 µM; 360,000 compounds, 0.83% hits; AID 588458, 2011; in the data active means inhibition above about 50%
LMPTP block = LMPTP phosphatase inhibitors, primary screen, biochemical, fluorescence intensity, uHTS. Low molecular weight phosphotyrosine protein phosphatase (Homo sapiens), P24666. recombinant LMPTP-A, OMFP fluorogenic substrate. inhibition, % at 20 µM. 360,000 compounds, 0.22% hits. AID 651560, 2012;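 active means compounds that cut the enzyme signal by at least half of the control window in the single-dose screen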;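 further: plate controls were DMSO wells with enzyme plus substrate for no effect and substrate without enzyme for full effect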
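Assay system: LMPTP-A phosphatase enzyme | Input: 0.625 nM enzyme | Also added: Fluorogenic phosphatase substrate OMFP at 400 µM final | Compound dosing: One test concentration per compound, 20 µM, with 3% DMSO overall | Schedule: 50 min enzyme reaction at room temperature, protected from light | Signal: Fluorescence intensity | Benchmarks: no-enzyme and uninhibited controls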
SUMO1-SIM PPI = modulators of SUMO1 protein-protein interactions, primary screen, biochemical, uHTS. SUMO1 binding to a labelled peptide, TR-FRET, 1 h. inhibition, % at 20 µM. Small ubiquitin-related modifier 1 (Homo sapiens), P63165. 360,000 compounds, 0.33% hits; in the data active means inhibition above about 37%
MLLE-PAM2 inh = inhibitors of PABP1 MLLE–PAM2 peptide binding, primary screen, biochemical, fluorescence polarization, FITC-PAM2, GST-MLLE | 360,000 compounds, 0.36% hits | inhibition, % at 20 µM | Polyadenylate-binding protein 1 (Homo sapiens), P11940 | AID 588489, 2011; in the data active means inhibition above about 35%, passing the limit was not always enough;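 further: plate controls were DMSO wells with GST-MLLE for no effect and wells lacking GST-MLLE protein for full effect; some results filed as inactive read as strong as hits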
Target sequence (P11940 whole entry, looked up): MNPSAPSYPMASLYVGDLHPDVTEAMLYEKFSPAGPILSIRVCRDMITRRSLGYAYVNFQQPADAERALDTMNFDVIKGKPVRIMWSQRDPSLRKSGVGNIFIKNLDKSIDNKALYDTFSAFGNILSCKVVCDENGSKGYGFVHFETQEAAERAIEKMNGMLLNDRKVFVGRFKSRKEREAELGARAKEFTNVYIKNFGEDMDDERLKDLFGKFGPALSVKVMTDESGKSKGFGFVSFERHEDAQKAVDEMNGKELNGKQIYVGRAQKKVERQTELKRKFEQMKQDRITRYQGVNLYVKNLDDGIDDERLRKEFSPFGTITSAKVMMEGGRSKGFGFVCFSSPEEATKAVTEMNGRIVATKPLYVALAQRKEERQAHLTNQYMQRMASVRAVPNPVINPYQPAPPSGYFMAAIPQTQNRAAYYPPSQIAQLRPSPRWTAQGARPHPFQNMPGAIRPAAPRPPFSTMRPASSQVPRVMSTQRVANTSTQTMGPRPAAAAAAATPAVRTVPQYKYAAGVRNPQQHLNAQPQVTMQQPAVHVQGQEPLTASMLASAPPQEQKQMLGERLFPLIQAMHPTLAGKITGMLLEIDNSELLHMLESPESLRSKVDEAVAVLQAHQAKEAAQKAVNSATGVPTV
Rpn11 block = Rpn11 (PSMD14) deubiquitinase inhibitors, primary screen, biochemical, fluorescence polarization, uHTS | 26S proteasome non-ATPase regulatory subunit 14 (Homo sapiens), O00487 | human 26S proteasome, Ub4-pepOG fluorescence polarization; 20S core pre-blocked with epoxomicin | calls only at 20 µM | 360,000 compounds, 0.59% hits | AID 588493, 2011;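 active means inhibition at 20 µM, scaled to each plate's controls, above about 33%, limit read from the data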
Scp1 inh = Scp-1 phosphatase inhibitors, primary screen, biochemical, colorimetric, uHTS; Carboxy-terminal domain RNA polymerase II polypeptide A small phosphatase 1 (Homo …; Recombinant Scp1, phosphopeptide, malachite green phosphate absorbance; inhibition, % at 20 µM; 340,000 compounds, 0.88% hits; AID 493091, 2011;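 active means inhibition above about 50% at 20 µM, limit read from the data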;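 further: plate controls were DMSO wells with enzyme for no effect and wells lacking enzyme for full effect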
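System: truncated SCP-1 phosphatase (76-261aa); medium: Tris acetate buffer pH 5.5 with MgCl2 and Tween-20; incubation: 45 min room-temperature reaction, 5 min colour, 30 min stabiliser; compound: single 20 µM dose, 1% DMSO; reagent: Phosphorylated 17-residue peptide substrate; read-out: % inhibition at 20 µM; technique: colorimetric free-phosphate detection, absorbance 630 nm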
STEP inh = STEP phosphatase inhibitors, primary screen, biochemical, fluorescence intensity, uHTS; Tyrosine-protein phosphatase non-receptor type 5 (Homo sapiens), P54829; recombinant STEP, OMFP fluorogenic substrate; inhibition, % at 20 µM; 360,000 compounds, 0.25% hits;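 active means inhibition at 20 µM, scaled per plate between control wells, above about 37%, limit read from the data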;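 further: 0% = DMSO with enzyme and substrate and 100% = substrate only without enzyme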
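System: isolated STEP enzyme; schedule: 20 min enzyme reaction at room temperature, protected from light; medium: Bis-Tris buffer pH 6.0, 2.5 mM DTT, 0.005% Tween 20; signal: fluorescence, 480/540 nm; dosing: single compound dose of 20 µM, 1% DMSO final; also added: OMFP substrate, 25 µM final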
NadD block = inhibitors of S. aureus NadD, primary screen, biochemical, colorimetric, uHTS. purified NadD enzyme, colorimetric absorbance read-out. AID 602399, 2012. inhibition, % at 20 µM. 360,000 compounds, 0.78% hits. Nicotinate-nucleotide adenylyltransferase NadD (Staphylococcus aureus N315); in the data active means inhibition above about 26%; further: some compounds past the cut are filed as inactive
An asterisk follows results filed as active; i = inactive; . = not tested or not shown; + = active, no number.

Structure,STEP inh,SUMO1-SIM PPI,LMPTP block,MLLE-PAM2 inh,Scp1 inh,DNMT1 inh,TbMetRS inhib,NadD block,Rpn11 block,CSN deneddyl inh
Cc1ccc(OCC(=O)N2CC3(C)CC2CC(C)(C)C3)cc1 (centres undefined),-2,1,-0.2,4,6,1,0.4,3,i,4
CSc1ccccc1NC(=O)c1ccccc1N(C)S(C)(=O)=O,0,3,-0.1,9,-2,5,0.6,-1,i,-2
CN(Cc1ccccc1)Cc1cc(=O)oc2ccc3ccccc3c12,2,-8,2.5,-5,.,-3,-0.6,1,i,-1
CCCOc1cc(C)c(Cl)cc1S(=O)(=O)N(CC)CC,3,-3,1.1,-4,-9,-4,-0.4,-3,i,1
Cn1c(SCC(=O)N2CCc3ccccc32)nc2cccnc21,0,0,0.1,2,-5,-3,0.2,5,i,6
CNC(=O)c1ccc(-c2ccccc2)s1,3,-13,-2.8,2,-9,3,-1.1,3,i,-2
CC(C)Oc1ccc(C2C(C(=O)c3ccco3)=C(O)C(=O)N2Cc2cccnc2)cc1 (centres undefined),2,-8,1.0,4,7,-6,-1.2,10,i,1
Cc1ccc(S(=O)(=O)N2CCN(C(=O)c3ccc(Br)o3)CC2)c(C)c1,-1,4,1.1,-6,-6,1,-0.8,0,i,0
COc1ccc(NC(=O)Nc2ccccn2)cc1OC,0,-2,-1.0,-7,6,18,-0.2,-3,i,2
Cc1ccc(C(C(=O)NC2CCCC2)N(C(=O)CNC(=O)c2ccco2)c2ccccc2)o1 (centres undefined),-2,1,-1.7,14,-5,0,-0.4,1,i,7
COCc1nnc(NC(=O)CS(=O)(=O)Cc2ccccc2)s1,1,0,0.5,1,0,-3,0.2,-1,i,6
CCN(CC)S(=O)(=O)c1ccc(C(=O)N2CCN(C(=O)c3ccco3)CC2)cc1,-2,5,-1.5,-9,-4,8,-0.5,6,i,-5
Cc1[nH]c2ccccc2c1C(=O)/C=C\c1ccccc1Cl,0,-4,2.8,-11,-8,-8,0.6,-13,i,5
O/N=C/c1ccccc1Oc1ccccc1,1,0,0.0,-2,-2,1,-1.0,-5,i,8
CCCCN(C)C(=O)Cn1cnc2sc(C)c(S(=O)(=O)N3CCN(c4ccccc4OC)CC3)c2c1=O,0,-1,0.8,-4,-12,0,0.1,4,i,2
COc1ccc(Nc2oc(-c3ccccc3F)nc2C#N)cc1,-3,-4,-0.4,2,-9,-1,-0.6,-5,i,3
COc1ccc(N2CCN(C3CC(=O)N(Cc4ccc(N5CCCC5=O)cc4)C3=O)CC2)cc1 (centres undefined),-3,-5,-0.9,1,-13,-1,0.1,3,i,-1
Cn1[nH]c(C(F)(F)F)cc1=O,-1,1,-0.7,-8,-6,4,-0.3,2,i,1
CCOC(=O)C1CCN(C(=O)COC(=O)/C=C/c2ccc([N+](=O)[O-])cc2)CC1,-3,-40,-0.9,4,3,5,-0.2,-5,i,1
O=C(CC1NCCNC1=O)Nc1ccc2c(c1)OCCO2 (centres undefined),-3,1,-2.5,3,-8,-3,0.3,-9,i,-6
Cc1nc2ccc(C(=O)c3ccccc3)cc2[nH]1,-2,0,-0.4,2,-1,2,1.3,0,i,2
CC(=O)c1ccc(N2CCC(C)CC2)c(F)c1,2,-2,0.2,-20,-12,-1,-0.1,-3,i,5
O=C(OC1CCOC1=O)C1CCN(S(=O)(=O)c2c(Cl)cccc2Cl)CC1 (centres undefined),1,7,0.9,-16,29,4,-0.3,-5,i,-6
N#Cc1ccc(C23OCCN2CCn2nc4ccccc4c23)cc1 (centres undefined),-4,-1,-0.5,12,-5,0,-1.5,4,i,-2
Cc1nc(SCC(=O)O)c(C#N)c(C)c1CC(=O)c1ccccc1,1,4,-2.6,-3,-6,-2,0.0,-8,i,-7
CCN1C(=O)CC(c2ccco2)Sc2ccccc21 (centres undefined),4,-2,-1.1,24,2,5,-1.0,-5,i,4
COc1ccc(CNC(=O)[C@H](Cc2ccccc2)NC(=O)C2CCN(C(=O)[C@H](C)N)CC2)cc1,-1,4,1.4,-10,1,5,-3.1,-7,i,3
C=CCN=C(NC#N)SCc1ccccc1,2,0,-0.8,-3,-4,3,-2.7,-6,i,-2
COc1cc(OC)c(C(=O)N2CCCC2)cc1OC,2,4,-1.1,8,-4,1,-0.3,-5,i,-4
O=C(Cc1cccc(NC(=O)C2CCCN(C(=O)C3CC3)C2)c1)Nc1cccc(C(=O)N2CCCC2)c1 (centres undefined),-2,-1,-1.3,4,0,4,-0.3,-2,i,0
CCn1c(SCC(=O)N2CCN(c3ccccc3)CC2)nnc1-c1c[nH]c2ccccc12,-2,3,-0.5,-38,-9,-3,0.1,-1,i,-5
Cc1cc(=O)oc2cc(OCC(=O)OCC(=O)NCCc3ccccc3)ccc12,1,1,-1.0,-16,-9,-2,-0.4,-3,i,1
COc1ccc(CNC(=O)CSc2nnc3c(n2)[nH]c2ccc(C)cc23)cc1,6,3,1.1,-5,38,42,33*,6,i,5
Cc1ccc(C(=O)C2CCN(CC(=O)Nc3ccccc3C)CC2)cc1,-2,6,-0.4,8,-8,1,0.1,2,i,-1
N#Cc1ccc(-c2ccc(OCC(=O)NCC(=O)Nc3ccc(F)c(F)c3F)cc2)cc1,1,0,10,2,-2,24,-0.8,4,+,7
CCN(C(=O)COC(=O)c1cccc(C)c1[N+](=O)[O-])c1c(N)n(Cc2ccccc2)c(=O)[nH]c1=O,-58,1,-0.6,-5,-10,-1,-0.4,4,i,0
Cc1ccc2c(=O)cc(C(=O)NCCc3ccc(S(N)(=O)=O)cc3)oc2c1C,2,2,0.7,-3,-6,3,-0.3,1,i,3
CCCc1nc(SCC(=O)O)c2sc(=S)n(-c3ccccc3)c2n1,0,6,-1.8,8,-10,1,-0.4,0,i,2
CC1Cc2ccccc2N1S(=O)(=O)c1c(N)n(C)c(=O)n(C)c1=O (centres undefined),-1,1,-0.6,-5,-1,2,-1.0,1,i,-2
Cc1ccc(C(=O)NCCCNc2ccc(C(F)(F)F)cc2[N+](=O)[O-])cc1,0,0,-1.5,-28,-4,0,-0.7,1,+,3
COc1ccc(/C=N/N=C2/NC(=O)C(CC(=O)O)S2)cc1OS(=O)(=O)c1ccccc1 (centres undefined),6,-1,0.6,-40,-6,1,0.5,6,i,-4
CCOC(=O)N1CCN(C(=O)CCS(=O)(=O)c2ccc(Br)s2)CC1,0,1,0.3,-2,0,3,-1.1,1,i,1
CCN(CC)S(=O)(=O)c1ccc2oc(Nc3ccccc3)nc2c1,0,2,0.5,3,-7,-12,0.4,5,i,0
Cc1c(C(=O)Nc2ccc(-c3nnc4n3CCCCC4)cc2)oc2ccc(Br)cc12,1,-4,4.5,-40,14,-6,-0.4,13,i,11
O=C(COC(=O)c1cc(Br)ccc1O)Nc1cc(S(=O)(=O)N2CCCC2)ccc1Cl,-2,-2,1.7,11,-4,1,-1.6,2,i,9
COc1ccc(-c2c(C#Cc3ccsc3)c3cc(-c4ccc5[nH]ccc5c4)ccc3n2C)cc1,-6,-7,0.6,7,-11,-4,-0.5,22,i,6
COc1ccc(N2CCN(C(=O)COc3ccc(S(=O)(=O)N4CCOCC4)cc3C)CC2)cc1,-3,1,-0.4,12,-5,-1,-0.2,5,i,-1
COCCNC(=O)C1(C)CCCN(C(=O)c2cc(C)on2)C1 (centres undefined),-3,1,-0.6,2,.,3,-0.2,-1,i,1
CCOC(=O)CSc1nc2nc(Cl)c(Cl)nc2[nH]1,4,-6,-0.7,36,.,-1,0.0,-3,i,2
CN(C)S(=O)(=O)c1ccc(C(=O)Nc2cccc(S(=O)(=O)NC3=NCCC3)c2)cc1,4,-1,-1.0,-6,-11,0,-0.6,-7,i,10
O=C(Nc1ncccn1)c1ccc([N+](=O)[O-])cc1[N+](=O)[O-],1,-17,-2.4,-10,-7,-2,0.1,5,i,2
NC(=O)c1ccc(NC(=O)COC(=O)CCN2C(=O)c3ccccc3C2=O)cc1,0,-10,0.5,-10,-4,-2,-0.2,-1,i,-3
Cc1nc(-c2ccc([N+](=O)[O-])cc2)nc2[nH]ccc(=O)c12,6,-26,7.9,-3,0,2,-1.2,7,i,-2
COCCNC(=O)C1=NOC(Cn2cc(C#N)c(=O)n(C)c2=O)C1 (centres undefined),-1,-3,-0.6,-12,5,1,-1.0,2,i,1
COC(=O)CN1C(=O)Nc2ccc(C)cc2C1c1ccccc1 (centres undefined),-3,2,0.7,12,-3,-4,-0.1,-1,i,5
O=C(CN1c2ccccc2Sc2ccccc21)NNC(=O)Nc1ccc(Cl)c(Cl)c1,-2,-3,3.5,11,-18,-13,-0.3,24,i,-4
CCOC(=O)c1sc2c(c1C)c(=O)n(CCO)c(=O)n2Cc1ccccc1,2,-1,0.3,10,-7,0,-0.4,-1,i,5
